Screening data: PubChem, National Center for Advancing Translational Sciences (NCATS)
MLL CXXC-DNA inh: MLL CXXC-DNA interaction inhibition | Q03164 | MLL-CXXC / FITC-HOXA9 DNA fluorescence polarization | Potency, µM (top dose mostly 115 µM), without a hit: at the top dose activity change, negative = inhibition, hits mostly inhibitors | 290,000 tested, 0.037% active | AID 2662; active means well fitted inhibition curve with a large enough effect in the polarisation, with a control signal flat, not every such curve was filed as active; inconclusive means small, poorly fitted or top-dose-only effect, or effect the other way, or a change in a side signal; inactive means no such curve, though single readings can be large or run the other way; the % refers to the polarisation; further: potency means the concentration at half of the fitted maximal effect
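Purified MLL-CXXC (added from a 7 uM solution) was preincubated 5 min at ambient with pinned compounds in 50 mM Tris-HCl pH 7.5, 50 mM NaCl, 1 mM DTT, 0.05% BSA. Fluorescein-labeled HOX-A9 DNA (50 nM solution) followed, 30 min, then polarization read.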
Menin MLL FP TR: menin-MLL binding inhibition, Texas Red mutant peptide; Potency, µM (top dose mostly 61.6 µM), for inactives: at the top dose FP activity change, negative = inhibition, usual class: inhibitors; Menin + Texas Red MLL mutant peptide, fluorescence polarization; 270,000 tested, 0.23% active; O00255; active means well fitted inhibition curve with a large enough effect in the polarisation, with a control signal flat, not every such curve was filed as active; inconclusive means small, poorly fitted or top-dose-only effect, or effect the other way, or a change in a side signal; inactive means no such curve, though single readings can be large or run the other way; the % refers to the polarisation; further: potency means the concentration at half of the fitted maximal effect; % of control where 0% means no effect; many of its hits are not listed in these tables
Target sequence (O00255 whole entry, looked up): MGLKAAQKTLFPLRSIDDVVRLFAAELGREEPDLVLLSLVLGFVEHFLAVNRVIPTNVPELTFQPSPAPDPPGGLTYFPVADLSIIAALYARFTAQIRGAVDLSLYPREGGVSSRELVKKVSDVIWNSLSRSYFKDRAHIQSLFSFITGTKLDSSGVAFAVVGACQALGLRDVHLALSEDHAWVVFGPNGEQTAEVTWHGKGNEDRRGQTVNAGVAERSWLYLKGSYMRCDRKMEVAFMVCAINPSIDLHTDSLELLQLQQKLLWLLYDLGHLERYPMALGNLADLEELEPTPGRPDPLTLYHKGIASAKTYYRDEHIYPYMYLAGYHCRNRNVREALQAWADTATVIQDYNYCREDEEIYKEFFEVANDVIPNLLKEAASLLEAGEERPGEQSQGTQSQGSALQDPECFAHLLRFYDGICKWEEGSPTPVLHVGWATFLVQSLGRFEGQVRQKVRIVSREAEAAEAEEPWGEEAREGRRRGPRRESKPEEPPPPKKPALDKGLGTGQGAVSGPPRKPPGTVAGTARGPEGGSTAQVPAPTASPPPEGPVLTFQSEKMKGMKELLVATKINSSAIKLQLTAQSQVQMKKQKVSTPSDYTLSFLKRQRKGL
MBNL1 CUG block: inhibitors of human MBNL1 binding to CUG repeat RNA. TR-FRET MBNL1-His/biotin-(CUG)12 binding, 665/545 ratio. Potency, µM (titrated, usually from 57.5 µM), without a hit: at the top dose activity change, negative = inhibition, actives largely listed as inhibitors. 280,000 tested, 0.036% active; active means well fitted inhibition curve with a large enough effect in the signal ratio, with a control signal flat, not every such curve was filed as active; inconclusive means small, poorly fitted or top-dose-only effect, or effect the other way, or a change in a side signal; inactive means no such curve, though single readings can be large or run the other way; the % refers to the signal ratio; further: potency means the concentration at half of the fitted maximal effect; on the % scale 0 is the no-effect control and ±100 the full control effect
Target sequence (Q9NR56 whole entry, looked up): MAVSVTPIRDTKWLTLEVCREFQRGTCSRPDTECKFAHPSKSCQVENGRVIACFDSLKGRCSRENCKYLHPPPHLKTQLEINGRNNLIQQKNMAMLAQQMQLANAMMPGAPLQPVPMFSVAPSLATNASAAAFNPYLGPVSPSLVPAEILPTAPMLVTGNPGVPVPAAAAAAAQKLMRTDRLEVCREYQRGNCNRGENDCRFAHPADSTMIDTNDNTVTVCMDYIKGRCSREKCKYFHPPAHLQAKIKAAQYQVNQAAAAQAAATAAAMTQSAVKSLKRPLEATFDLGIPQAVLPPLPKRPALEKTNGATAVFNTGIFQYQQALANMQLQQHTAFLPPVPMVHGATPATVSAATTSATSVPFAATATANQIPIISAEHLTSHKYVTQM
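Inhibition of protein-RNA binding appears as loss of TR-FRET between terbium anti-His antibody on MBNL1-His and streptavidin-XL665 on biotin-(CUG)12. Activity is normalized to buffer-only and uninhibited-complex controls.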
TSHR antag: human thyrotropin receptor antagonism | P16473 | TSHR-expressing cells, TSH-stimulated cAMP HTRF, 2 h; active compounds read low | activity change, negative = inhibition, % at 11.5 µM | 330,000 tested, 0.2% active;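 active means activity change below a set negative limit, meaning inhibition stronger than a set level, cut at about -70% in these data; inconclusive means activity change between two set negative limits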; further: on the % scale 0 is the no-effect control and ±100 the full control effect
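Inhibition of cAMP made by TSHR-expressing cells under TSH stimulation (4nM final, EC80; 2 h, 37 deg C) is quantified with a one-step lysis HTRF kit, anti-cAMP cryptate versus cAMP-d2.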
TCR activator: activates T cell receptor signaling | 330,000 tested, under 10 active | primary human leukocytes, anti-CD3, IL-2 HTRF, 48 h | AID 504894 | Potency, µM (doses to about 9.22 µM), for inactives: at the top dose activation of IL-2 secretion, usual class: activators; further: % of control where 0% means no effect
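IL-2 release read by HTRF sandwich (Eu cryptate donor, d2 acceptor, 665 nm emission) after 48 hr exposure of primary human leukocytes to compound together with anti-CD3 beads in the absence of co-stimulatory signals.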
AT treatment: potential ataxia-telangiectasia treatment; 320,000 tested, 0.19% active; Potency, µM (series often up to 57.5 µM), for inactives: at the top dose activation, usual class: activators; AID 485349; […] A-T fibroblasts, KAP-1 phosphorylation AlphaLISA; neocarzinostatin DNA damage 30 min before lysis; further: potency means the concentration at half of the fitted maximal effect; % of control where 0% means no effect; nearly all actives have a fitted effect of over 45% in size
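ATM-like activity read as KAP-1 phosphorylation via AlphaLISA donor/acceptor antibody pairs after lysis and 6 hr at 25C. Cells were ATM-null patient fibroblasts ([…], hTERT), dosed 60 min, then exposed to the DSB inducer NCS for 30 min.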
TSG101-PTAP inh: blocks PTAP/TSG101 interaction to inhibit HIV-1 budding; Q99816; Fluorescence polarization, FITC-PTAP peptide / Tsg101 binding; Potency, µM (series often up to 115 µM), inactives show at the highest dose activity change, negative = inhibition, most hits filed as inhibitors; 340,000 tested, under 10 active; active means well fitted inhibition curve with a large enough effect in the main read-out, with a control signal flat, not every such curve was filed as active; inconclusive means small, poorly fitted or top-dose-only effect, or effect the other way, or a change in a side signal; inactive means no such curve, though single readings can be large or run the other way; further: potency means the concentration at half of the fitted maximal effect; % of control where 0% means no effect
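Fluorescence polarization binding of Tsg101 binding domain (10 uM final) to FITC-labeled PTAP peptide (50 nM final) in HEPES pH 7.5 buffer with NaCl, Tween 20, EDTA, TCEP. Compounds added before peptide; binding 20 min at RT.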
ASM inhibitor: blocks human secretory acid sphingomyelinase; AID 504937; 340,000 tested, 0.006% active; Potency, µM (top dose mostly 57.5 µM), for the others: at the highest dose activity change, negative = inhibition, hits mostly inhibitors; placental ASM, HMU-PC fluorogenic substrate, 60 min; P17405; further: potency means the concentration at half of the fitted maximal effect
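qHTS format. ASM enzyme prepared from human placenta hydrolyses the fluorogenic substrate HMU-PC0 (9 uM final) over 60 min at 37 °C after a 10 min compound preincubation.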
Mito fusion yeast: blocks mitochondrial division or promotes mitochondrial fusion | AID 485298 | S. cerevisiae fusion-defective mutant growth rescue, CellTiterGlo 48 h | Potency, µM (top dose mostly 46.1 µM), inactives show at the top dose growth rescue (activation), most hits filed as activators | 320,000 tested, 0.23% active;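 further: potency means the concentration at half of the fitted maximal effect; % of control where 0% means no effect; nearly all actives have a fitted effect of over 45% in size; temperature-sensitive fusion mutants such as fzo1-1 at 37 °C on non-fermentable ethanol glycerol medium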
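Temperature-sensitive fusion-defective S. cerevisiae (e.g. fzo1-1, mgm1-5) were grown with compound in YPEG medium (3% ethanol, 3% glycerol) for 48 hours at 37C. Growth rescue was measured as viability by CellTiterGlo luminescence after 10 minutes at ambient.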
Integrin act MD: integrin-mediated muscular dystrophy alleviation activation. alpha7betagal myoblasts, beta-gal FDG fluorescence, 48 h. Potency, µM (top dose mostly 38.3 µM), without a hit: at the highest dose activation, actives largely listed as activators. AID 624291. 350,000 tested, 0.064% active;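 further: potency means the concentration at half of the fitted maximal effect; 100% = response of the positive control SU9516; nearly all actives have a fitted effect of over 60% in size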
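alpha7betagal+/- myoblasts (passage 13, 250/well) treated 48 h at 37C with compounds at 1:260 dilution of DMSO stock. Lysed, then beta-galactosidase activity read as FDG fluorescence (ex 480/em 540) after 30 min, with pre-read for autofluorescence.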
Numbers without * were called inactive; i = inactive; ? = inconclusive; nt = no result given; [ ] = dose if it differs, or a comment. Unless noted, the call rests on the fitted dose curve; in most records, active means well fitted curve in the direction sought with a large enough effect; inconclusive means small, poorly fitted or top-dose-only effect, or another doubt; inactive means no such curve, though single readings can be large; an effect the other way counts as inactive or inconclusive.

Order of results: MLL CXXC-DNA inh, Menin MLL FP TR, MBNL1 CUG block, TSHR antag, TCR activator, AT treatment, TSG101-PTAP inh, ASM inhibitor, Mito fusion yeast, Integrin act MD
- Cc1cnc(CNC(=O)c2ccc3oc(Cc4ccc(Cl)cc4)nc3c2)cn1
→ -4%, -11%, 2%, 8, -2%, 8%, -3%, -1%, 3%, -23%
- Cn1c(=O)c(C(=S)NC(=O)C2CC2)c(N)n(Cc2ccccc2)c1=O
→ -15%, 32%[activator], -8%, -8, nt, -4%, nt, nt, 22%, nt
- CCOc1ccccc1-n1c(SCC(=O)NC(C)CC)nnc1-c1ccoc1C (stereo not drawn)
→ -9%, -6%, -3%, -2, 3%, 1%, -3%, 0%, -1%, -10%
- COc1cc2c(cc1OC)C(C)N(C(=O)c1cccs1)CC2 (stereo not drawn)
→ -16%, -24%, -7%, 3, -5%, -6%, 1%, 2%, -8%, -15%
- CC1CCCN(CCOCCOc2ccc(Cl)cc2Br)C1 (stereo not drawn)
→ 11%, -24%, -1%, 2, 6%, 1%, -7%, -1%, 10%, -63%[inhibitor]
- COc1cc(C(=O)Nc2nc(C)cc(C)n2)cc(OC)c1OC
→ -10%, nt, nt, -13, -3%, 0%, 0%, -1%, 1%, -3%
- O=C(O)C1=C(OCc2ccccc2)C(=O)NCC1
→ 12%, 1%, -4%, -2, -13%, 10%, -5%, 7%, -1%, ?
- Clc1ccc(CN(CC2CCCO2)C(c2cccs2)c2nnnn2C2CCCC2)cc1 (stereo not drawn)
→ -4%, -19%, -4%, -16, -3%, 1%, -6%, -3%, -4%, -30%
- COc1ccc(/C=N/NC(=O)CC2N=C(Cc3ccccc3)NNC2=O)cc1OC (stereo not drawn)
→ 3%, 1%, 24%[11.5 µM], 6, -2%[46.1 µM], 0%, 0%, -2%, -11%, -24%
- Cc1cc(C(=O)Nc2ccc3c(c2)OCO3)no1
→ 8%, nt, -3%, -16, 3%, -2%, -2%, 6%, -7%, 2%
- Nc1ccccc1-c1ccc([N+](=O)[O-])cc1
→ nt, nt, nt, nt, 0%, nt, -6%, -3%, nt, -21%
- Cc1ccc(N(Cc2cc3ccc(C)cc3[nH]c2=O)C(=O)c2ccco2)c(C)c1
→ 3%, nt, -2%, -8, 0%, 3%, 0%, -1%, 5%, -15%
- CCN(c1ccc(OC)cc1)S(=O)(=O)c1nnc(NC(=O)COc2ccc(C)cc2)s1
→ 22%, nt, 5%, -2, -2%, 22%, -1%, -3%, -1%, 15%
- Cc1ccc(C)c(C(=O)Cn2ncc(Cl)c(Cl)c2=O)c1
→ -3%, nt, 64%[activator], -30, 3%, -6%, 1%, 1%, -3%, -45%
- CCn1c(CCNC(=O)c2cccs2)n[nH]c1=S
→ 1%, 2%, ?, 18, 0%[46.1 µM], 6%, -2%, 3%, 9%, 7%
- COc1ccc(NC(=O)COC(=O)C(NC(=O)c2ccc(C)cc2)C(C)C)cn1 (stereo not drawn)
→ nt, nt, nt, -9, -3%, 3%, -7%, 2%, nt, -21%
- Cc1nnc(N/N=C/c2c(Cl)cccc2Cl)n1N
→ 5%, 0%, 7%, 16, 0%, 6%, 0%, 0%, -1%, 0%
- COc1cccc(/C=C/C(=O)NNC(=O)c2ccncc2)c1OC
→ nt, nt, nt, 25, nt, -5%, -4%, 0%, 5%, 17%
- Cc1c(CCC(=O)NC2CC2)c(=O)oc2c(C)c(O)ccc12
→ -4%, -6%, ?, 30, -9%, 1%, -8%, i, 5%, 1%
- Cc1ccc2nsnc2c1NC(=O)c1ccc([N+](=O)[O-])o1
→ 7%, 24%, ?, 3, -9%, 5%, 2%, -1%, 5%, -62%[inhibitor]
- Cc1ccc(C)c(N2CCN(C(=O)c3cc4sccc4n3C)CC2)c1
→ 2%, ?, 8%, -11, nt, -1%, -6%, -8%, 0%, 11%[7.66 µM]
- COc1ccc(NS(=O)(=O)c2cccc3cccnc23)cc1OC
→ -14%, -23%, -9%, 25, -3%, 46%, -5%, 1%, -11%, -25%
- Cc1nc(N2CCOCC2)[nH]c(=O)c1C
→ 3%, 15%, -1%, 1, nt, 12%, -3%, 0%, -1%, 20%
- COC(CNC(=O)CNC(=S)N(CCCN1CCOCC1)Cc1cccs1)OC
→ 4%, -1%, -5%, 2, 5%, -4%, -3%, 6%, -2%, -19%
- NC(=O)CCn1ccc2ccccc21
→ 0%, 11%, -15%, -1, -1%, 3%, -3%, 3%, 1%, 24%
- NC(=O)N=Nc1c2[nH]c3ccccc3nc-2c2ccccc12
→ -18%, nt, ?, -9, 9%, -14%, 0%, -7%, 1%, -65%[inhibitor]
- COc1ccc(/C=C/c2ccccc2)cc1[C@H]1[C@H]2C=CC[C@@H](C)[C@@H]2C(=O)N1Cc1ccccc1
→ 2%, nt, 9%, -11, 5%, -19%, nt, 1%, 9%, -2%
- OCCNc1nc2ccccc2n1CCN1CCCCC1
→ 2%, 7%, ?, 4, -1%[46.1 µM], -3%, -5%, 1%, 2%, -8%
- O=C(CCCCn1cnc2c(=S)nc[nH]c21)Nc1ccc(C(=O)O)c(O)c1
→ nt, nt, nt, nt, 0%, nt, -1%, 0%, nt, -2%
- CC1=NNC(=O)C1Oc1ccccc1 (stereo not drawn)
→ -9%, nt, -4%, 3, -2%, -1%, -2%, 0%, -2%, 37%
- Cc1ccc(S(=O)(=O)NNC(=O)c2csnn2)cc1
→ 11%, -9%, -8%, 8, -4%[46.1 µM], 3%, -8%, 2%, -4%, -11%
- COc1cc(OC)cc(C(=O)NCC(=O)Nc2ccc(C)c(Cl)c2)c1
→ 13%, 36%[activator], -6%, -4, 10%, 0%, -7%, -14%, -11%, 0%
- O=C(NCC1COc2ccccc2O1)C1C2C=CC3(CN(Cc4ccccc4Cl)C(=O)C13)O2 (stereo not drawn)
→ 1%, -1%, 2%, 8, -6%, 7%, 0%, -2%, 0%, -1%
- Cc1ccc(NC(=O)COC(=O)CN2C(=O)COc3ccccc32)cc1
→ 7%, 9%, -6%, 5, -6%, 0%, -5%, 4%, -1%, -14%
- COc1ccccc1NC(=O)CCC(=O)N(Cc1ccc(OC)c(OC)c1)c1nccs1
→ 0%, 59%[activator], -14%, 6, -14%, 0%, 0%, -1%, 3%, 2%
- O=C(NCCS(=O)(=O)N1CCN(c2ccccc2F)CC1)c1c(F)cccc1F
→ nt, nt, nt, -5, -6%, 1%, 0%, -3%, 0%, 21%
- CC(O)C(O)[C@H]1CNc2nc(N)[nH]c(=O)c2N1 (stereo partly drawn)
→ 4%, -8%, nt, -20, nt, nt, nt, nt, 18%, nt
- CCSC1=N/C(=C\c2ccccc2)C(=O)N1c1ccc(OC)cc1
→ 0%, -25%, 7%, -2, -6%, 0%, -4%, 35%, -21%, -11%
- CCC(=O)c1ccc(OCC(=O)OCC(=O)N2c3ccccc3NC(=O)C2(C)C)cc1
→ nt, nt, nt, nt, 0%, 7%, 0%, -1%, -5%, 6%
- COCCn1c(N)c(C(=O)c2cccc(S(=O)(=O)N3CCCCCC3)c2)c(=O)[nH]c1=O
→ nt, nt, nt, -7, 6%, 5%, 1%, 4%, -5%, 14%
- CC1CC(=O)Nc2ccccc2N1S(=O)(=O)c1cccc(F)c1 (stereo not drawn)
→ -6%, nt, 5%, -1, -2%, 2%, -1%, 4%, -1%, 2%
- O=[N+]([O-])c1cc([N+](=O)[O-])c(Oc2c(F)ccc(F)c2F)cc1NN1CCCCC1
→ 1%, 16%, 6%, -10, 1%, -5%, 0%, -2%, 0%, 3%
- O=C(COC(=O)c1ccccn1)NC1CCCCC1
→ 10%, 18%, -7%, 1, 1%, 4%, -3%, 0%, 1%, 2%
- CN1CCN(C(=O)/C(=C\c2ccccc2)c2ccccc2)CC1
→ 10%, 0%, 0%, 13, 0%, 0%, -5%, 1%, -1%, -8%
- Cc1cccc(NS(=O)(=O)c2cccc(C(=O)NCC3(N4CCOCC4)CCCCC3)c2)c1
→ nt, nt, nt, nt, 5%, nt, -6%, 0%, nt, -7%
- O=C(COc1ccc(Cl)cc1Cl)NCCCN1CCOCC1
→ 2%, 0%, 2%, 1, 2%, 4%, -11%, 3%, 13%, -7%
- CC(C)C(C(=O)NCC1CCCO1)N(CC1CCCO1)C(=O)CNS(=O)(=O)c1ccccc1 (stereo not drawn)
→ -1%, -8%, -4%, 20, -5%, 4%, -2%, 4%, 13%, -8%

An excerpt. The share of hits here may be higher or lower than overall.
